# Assay outcomes from PubChem BioAssay.
# Akt phos inh: blocks phosphorylation of Akt. Neuro2A IGF-stimulated pAkt S473 HTRF, 20 min; stronger effect = lower value. activity change, % for hits at 50 µM. hit rate 0.32% among 360,000; in the data active means activity change below about -80%; inconclusive means mostly about -51% to -80%; further: on the % scale 0 is the no-effect control and ±100 the full control effect
#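 Neuro2A cells in DMEM with 0.5% FBS, overnight at 37 deg C, given compound at single 50 µM final, then IGF (6 nM final) for 20 min at 37 deg C. Lysed; phospho-Akt Ser473 by HTRF after 24 h, 665/615 ratio.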
# PTHR1 ag: activates the human parathyroid hormone receptor PTHR1; Q03431; Potency, µM (titrated, usually from 115 µM), for the others: at the top dose activation, actives largely listed as activators; hit rate 0.075% among 410,000; HEK293 GP2 PTHR1 cells, GloSensor cAMP luminescence, 1 h; further: potency means the concentration at half of the fitted maximal effect; nearly all actives have a fitted effect of over 55% in size; some results filed as inactive show a strong effect at the top dose; inactives centre near -15; many of its hits are not listed in these tables
# Target sequence (Q03431 whole entry, looked up): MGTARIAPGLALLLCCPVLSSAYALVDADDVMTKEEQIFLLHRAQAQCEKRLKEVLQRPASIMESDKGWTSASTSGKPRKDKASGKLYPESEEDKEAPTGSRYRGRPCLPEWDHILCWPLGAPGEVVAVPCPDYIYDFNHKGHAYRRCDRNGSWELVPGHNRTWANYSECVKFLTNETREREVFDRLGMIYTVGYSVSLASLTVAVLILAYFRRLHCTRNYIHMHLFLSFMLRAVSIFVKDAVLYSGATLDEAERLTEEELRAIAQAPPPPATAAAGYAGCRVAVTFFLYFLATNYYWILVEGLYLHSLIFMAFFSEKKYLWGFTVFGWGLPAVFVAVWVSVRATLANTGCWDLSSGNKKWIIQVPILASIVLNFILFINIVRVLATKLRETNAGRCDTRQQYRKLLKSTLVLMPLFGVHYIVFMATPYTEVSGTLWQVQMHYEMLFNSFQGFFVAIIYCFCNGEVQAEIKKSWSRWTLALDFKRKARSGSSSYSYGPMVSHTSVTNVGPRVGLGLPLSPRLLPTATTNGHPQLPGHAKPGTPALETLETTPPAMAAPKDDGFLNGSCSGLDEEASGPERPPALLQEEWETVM
#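 HEK-293-derived GP2 cells expressing PTHR1 and a GloSensor cAMP reporter, 3,000/well, plated overnight, given luciferin plus IBMX (each 0.5 mM as added) for 1 h at 37 °C, then compound for 1 h at 37 °C. Luminescence was read after 15 min at room temperature.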
# GLP-1R inv ag: GLP-1 receptor (human) inverse agonism; HEK293 GLP-1R CRE-luciferase, luminescence, 24 h; GLP-1R form is constitutively active; Potency, µM (series often up to 38.3 µM), without a hit: top-dose activity change, negative = inhibition, actives largely listed as inhibitors; hit rate 1.6% among 410,000; AID 624417; further: potency means the concentration at half of the fitted maximal effect; on the % scale 0 is the no-effect control and ±100 the full control effect; nearly all actives have a fitted effect of over 55% in size
# Target sequence (P43220 whole entry, looked up): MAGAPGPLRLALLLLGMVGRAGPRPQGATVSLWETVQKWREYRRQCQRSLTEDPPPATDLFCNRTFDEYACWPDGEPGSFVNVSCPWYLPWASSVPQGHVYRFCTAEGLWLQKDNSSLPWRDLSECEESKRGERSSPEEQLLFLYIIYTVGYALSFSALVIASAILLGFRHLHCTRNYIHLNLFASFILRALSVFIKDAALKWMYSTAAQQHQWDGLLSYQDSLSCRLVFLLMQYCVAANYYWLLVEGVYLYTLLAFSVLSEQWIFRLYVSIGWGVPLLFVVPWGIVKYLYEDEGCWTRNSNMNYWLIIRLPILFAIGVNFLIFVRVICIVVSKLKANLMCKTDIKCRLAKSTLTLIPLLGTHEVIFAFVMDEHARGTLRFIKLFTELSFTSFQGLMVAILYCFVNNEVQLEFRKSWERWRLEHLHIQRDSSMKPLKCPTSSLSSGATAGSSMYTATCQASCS
#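 HEK293 cells stably co-expressing constitutively active GLP-1R and a cAMP-responsive luciferase reporter were seeded in DMEM with 10% Nu serum, given compounds after 12 h, and incubated 24 h at 37 deg C. Luminescence was then read.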
# Abeta rescue: compounds reversing amyloid beta toxicity in yeast; yeast expressing A-beta42, growth rescue, OD600, 48 h; response scale: 0% DMSO, 100% iron-clioquinol control; Potency, µM (titrated, usually from 46.1 µM), for inactives: at the top dose growth rescue, most hits filed as activators; hit rate 0.063% among 410,000; further: potency means the concentration at half of the fitted maximal effect; nearly all actives have a fitted effect of over 55% in size
#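 Growth rescue measured by 600 nm absorbance after 48 h yeast culture at 30 C with compound. Values normalized between DMSO and an equimolar ferric chloride plus clioquinol control.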
# HEK293 tox: cytotoxicity counter-screen for GLP-1 receptor inverse agonists. Potency, µM (titrated, usually from 38.3 µM), for the others: at the top dose activity change, negative = inhibition, usual class: inhibitors. AID 624418. HEK293 cAMP-luciferase reporter cells, luminescence, 24 h. hit rate 0.13% among 410,000;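 further: loss of luciferase light is scored as toxicity; potency means the concentration at half of the fitted maximal effect; on the % scale 0 is the no-effect control and ±100 the full control effect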
#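 1536-well qHTS counterscreen of the MLSMR; 200 cells/uL, 12 h pre-incubation, 23 nL cpd, 24 h at 37 deg C 5% CO2, luciferase detection reagent, 12 min RT, luminescence. Inhibition = undesired.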
# TDP43 rescue: rescues yeast growth from TDP-43 toxicity; AID 652104; hit rate 1.8% among 410,000; Potency, µM (series often up to 46.1 µM), for the others: at the top dose growth rescue (activation), actives largely listed as activators; TDP-43 expressing yeast growth rescue, BacTiter-Glo, 24 h; further: potency means the concentration at half of the fitted maximal effect; % of control where 0% means no effect; nearly all actives have a fitted effect of over 50% in size
#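 Cell-based yeast growth screen: TDP-43 expression induced in galactose, inoculum OD600=0.02 after raffinose pregrowth to mid-log. Read-out BacTiter-Glo luminescence at 24 hr, 30 deg C; inhibition of toxicity seen as signal increase.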
# aSyn yeast inh: rescues yeast growth from alpha-synuclein toxicity. AID 652106. Yeast expressing alpha-synuclein, growth rescue, BacTiter-Glo, 24 h. hit rate 0.14% among 370,000. Potency, µM (doses to about 46.1 µM), for the others: at the highest dose growth rescue (activation), usual class: activators; further: potency means the concentration at half of the fitted maximal effect; % of control where 0% means no effect; nearly all actives have a fitted effect of over 65% in size
#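 Readout is rescue of growth in alpha-synuclein-expressing yeast, so inhibitors of toxicity appear as activators. Growth after 24 hr at 30 deg C in galactose medium is quantified by luminescence.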
# FUS yeast rescue: rescues growth of FUS-expressing yeast | hit rate 0.24% among 390,000 | Potency, µM (highest dose often 76.6 µM), for inactives: top-dose growth rescue (activation), most hits filed as activators | S. cerevisiae FUS-expressing, growth rescue, OD600, 24 h;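 further: potency means the concentration at half of the fitted maximal effect; plate controls were DMSO vehicle for no effect and reference control for full effect; nearly all actives have a fitted effect of over 55% in size; some results filed as inactive show a strong effect at the top dose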
#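 Yeast expressing FUS under galactose induction, OD 0.005 in 2% galactose medium; compounds in a dilution series, 24 h at 30C. Growth rescue by absorbance at 600 nm; CP55940 positive control, DMSO negative.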
# MmCpn inh: M. maripaludis TRiC chaperonin inhibition. Potency, µM (highest dose often 76.9 µM), without a hit: at the top dose activity, negative = inhibition, actives largely listed as inhibitors. hit rate 0.031% among 330,000. purified Mm-Cpn ATPase, ADP Transcreener TR-FRET; further: potency means the concentration at half of the fitted maximal effect; on the % scale 0 is the no-effect control and ±100 the full control effect; nearly all actives have a fitted effect of over 80% in size
#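 Quantitative HTS used 25 nM Mm-CPN and 10 uM ATP in magnesium/KCl Tris buffer, pH 7.4, with 1 mM DTT. Hydrolysis ran 30 min at 37°C; ADP was read by HTRF.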
# Numbers without * were called inactive; i = inactive; ? = inconclusive; nt = no result given; [ ] = dose if it differs, or a comment. Unless noted, the call rests on the fitted dose curve; in most records, active means well fitted curve in the direction sought with a large enough effect; inconclusive means small, poorly fitted or top-dose-only effect, or another doubt; inactive means no such curve, though single readings can be large; an effect the other way counts as inactive or inconclusive. An excerpt (hit frequency here may not be typical).
SMILES	Akt phos inh	PTHR1 ag	GLP-1R inv ag	Abeta rescue	HEK293 tox	TDP43 rescue	aSyn yeast inh	FUS yeast rescue	MmCpn inh
COCCN(C(=O)Nc1ccc(F)cc1F)c1nc2ccccc2s1	i	-10%	14%	1%	-1%	?	1%	-23%	0%
CCN(CC)S(=O)(=O)c1ccc(O)c(NC(=O)COc2ccc(S(=O)(=O)N3CCOCC3)cc2)c1	i	-27%	-2%	-5%	-16%	7%	-25%	nt	nt
O=[N+]([O-])c1ccc(NN=Cc2ccc(O)cc2O)nc1	i	-23%	?	-9%	?	-20%	-5%	-18%	nt
O=C(CN1c2ccccc2Sc2ccccc21)NNC(=S)Nc1ccc(Cl)cc1	i	-25%	-30%	30%	9%	?	-1%	-23%	0%
COCCN(C(=O)COC(=O)CCOc1cccc(C)c1)c1c(N)n(Cc2ccccc2)c(=O)[nH]c1=O	i	i	?	-2%	-5%	-4%	-1%	11%	2%
Cc1sc(NC(=O)CSc2nc(O)cc(=O)[nH]2)nc1-c1ccccc1	i	-20%	21%	-12%	0%	9%	-3%	23%	0%
COc1cc(OC)c2c(-c3cccc(-c4ccc(OC(F)(F)F)cc4)c3)cc(=O)oc2c1	i	i	3%	7%	2%	13%	1%	-23%	2%
Cc1ccnc(NS(=O)(=O)c2ccccc2)c1	i	i	10%	-14%	4%	-15%	-7%	-23%	-3%
N#CCCN(C(=O)Nc1ccccc1)c1ccccc1	i	i	1%	7%	3%	14%	0%	-28%	-1%
Cc1nn(C)c(=S)[nH]c1=S	i	i	-6%	?	?	18%	-21%	-15%	nt
COc1cc2c(cc1OC)C(C)N(C(=O)Nc1ccccc1)CC2 (configuration not stated)	i	i	?	-4%	-9%	27%	-17%	21%	-1%
COCCCNC(=O)CCc1ccccc1	i	-16%	14%	6%	-5%	-13%	0%	13%	-2%
CC1CCN(C(=O)CN(c2ccc(Oc3ccccc3)cc2)S(C)(=O)=O)CC1	i	-32%[inhibitor]	-3%	12%	-13%	13µM*	3%	30%	0%
O=C(OCC(=O)N1CCCC1)c1ccc(Cl)c([N+](=O)[O-])c1	i	i	21%	-2%	2%	-1%	2%	0%	0%
O=S(=O)(c1ccc(Cl)cc1)N1CCN(c2ccc(N3CCOCC3)nn2)CC1	i	i	-41%	-6%	7%	-2%	12%	-1%	0%
Cc1coc2c1c(C)cc1oc(=O)c(CC(=O)NCC(=O)NCC(=O)O)c(C)c12	i	0%	-4%	-12%	-2%	-23%	-4%	-18%	-9%
Cc1cc(C)c(C)c(S(=O)(=O)N2C(=S)NC(=O)C2C(C)C)c1C (configuration not stated)	i	i	-39%	-40%[inhibitor]	-7%	20%	15%	-11%	1%
COc1cc(OC)cc(C(=O)N2CCC(n3c(C)nc4cc(F)ccc43)CC2)c1	i	-47%[inhibitor]	3%	16%	-1%	12%	1%	-4%	1%
O=C(Nc1nc2cc3c(cc2s1)OCO3)C1CC1	i	-35%[inhibitor]	52%[activator]	-13%	5%	-25%	-1%	23%	1%
O=C(COC(=O)CN1C(=O)C2CC=CCC2C1=O)Nc1cccc([N+](=O)[O-])c1 (configuration not stated)	i	-4%	12%	4%	-13%	1%	5%	-8%	nt
COC(=O)/C=C1\SC(=NC(=O)c2ccc(-c3ccccc3)cc2)NC1=O	i	-10%	36%	5%	8%	0%	3%	28%	-5%
COc1ccc(C(=O)Nc2ccccc2C(=O)N2CCN(c3ccccc3)CC2)cc1	i	-1%	-22%	7%	-8%	12%	17%	nt	-1%
O=C(C[n+]1ccccc1)N/N=C/c1ccc(O)cc1	i	-7%	-9%	-19%	2%	5%	-7%	5%	-6%
Cc1cc(NC(=O)CSCC(=O)Nc2cc(C(F)(F)F)ccc2N2CCCCC2)no1	i	-6%	-13%	9%	-1%	-4%	-3%	-8%	nt
Cc1cc(C)c(C(=O)NC2CCCc3c2cnn3-c2cccc(C)c2C)o1 (configuration not stated)	i	-30%[inhibitor]	?	-3%	1%	11%	-23%	26%	-3%
CCOc1ccc(S(=O)(=O)N(CC(=O)Nc2ccc(OC)cc2OC)c2ccccc2)cc1	nt	-14%	2%	-9%	-16%	5%	nt	22%	nt
CCOc1ccc(N2CC(c3nc4ccccc4n3CCCOc3ccccc3OC)CC2=O)cc1 (configuration not stated)	nt	-44%[inhibitor]	?	7%	-10%	23%	nt	45%	nt
CC(C)C(C)(C#N)NC(=O)CSc1nc2scc(-c3ccco3)c2c(=O)n1-c1ccccc1 (configuration not stated)	i	i	2%	14%	-6%	4%	3%	?	-25%
Cc1ccc(CNC(=O)CCCN2C(=O)c3cccnc3Oc3ccc(Cl)cc32)cc1	nt	i	-5%	-7%	-16%	14%	nt	29%	nt
COC(=O)CCNC(=O)NC(CCC(C)C)c1c(-n2cccc2)sc2c1CCN(C)C2 (configuration not stated)	nt	15%	3%	-16%	7%	-1%	nt	33%	nt

# The list goes on; it opens with the two that closed the last part.
SMILES	Akt phos inh	PTHR1 ag	GLP-1R inv ag	Abeta rescue	HEK293 tox	TDP43 rescue	aSyn yeast inh	FUS yeast rescue	MmCpn inh
Cc1ccc(CNC(=O)CCCN2C(=O)c3cccnc3Oc3ccc(Cl)cc32)cc1	nt	i	-5%	-7%	-16%	14%	nt	29%	nt
COC(=O)CCNC(=O)NC(CCC(C)C)c1c(-n2cccc2)sc2c1CCN(C)C2 (configuration not stated)	nt	15%	3%	-16%	7%	-1%	nt	33%	nt
CC(C)CC(NC(=O)OC(C)(C)C)C(=O)NCc1ccccc1 (configuration not stated)	i	i	-14%	16%	1%	24%	4%	4%	0%
CSc1nc(-c2ccccc2)c2cc(Cl)ccc2n1	i	-2%	35%	-5%	-9%	4%	6%	-13%	-1%
CCCC(=O)N1CCN(c2nc(CC(C)C)c3c(c2C#N)CCC3)CC1	i	i	?	-3%	-7%	11µM*	1%	?	-1%
CCCCC(=O)Nc1ccc(C(=O)Nc2ccc(S(=O)(=O)Nc3nccc(C)n3)cc2)cc1	i	-1%	7%	5%	-12%	8%	3%	?	-1%
Cc1ccc(Nc2nc(C)cc(C)c2C(N)=O)c(C)c1	i	i	18%	-18%	10%	-13%	-2%	25%	2%
CC(=O)N1C(=O)C2(C(C#N)=C(N)Oc3n[nH]c(-c4ccccn4)c32)c2ccccc21 (configuration not stated)	i	i	0%	-9%	-7%	-10%	-3%	34%	3%
CCC(C)NC(=O)CNC(=O)Cn1c(C)cc2ccccc2c1=O (configuration not stated)	i	i	-15%	7%	5%	2%	2%	-6%	0%
COC(=O)c1ccc(NC(=O)C(c2ccccc2)N2Cc3ccccc3C2=O)cc1 (configuration not stated)	nt	i	-18%	5%	13%	24%	nt	16%	nt
COC(=O)[C@]12C(=O)NC[C@H](CN1c1ccc(C(F)(F)F)cc1)N2C	i	8%	12%	-9%	3%	-17%	-6%	-8%	3%
O=C(CSCc1ccc(Cl)cc1)Nc1ccc(-c2nnc(-c3ccccc3)o2)cc1	i	-25%	-12%	-10%	8%	-3%	-6%	nt	-5%
OCC(O)C(O)CC1SCCS1 (configuration not stated)	i	i	15%	-9%	-2%	-3%	9%	nt	nt
COc1ccc(N(C)C(=O)CCS(=O)(=O)c2cccc3nonc23)c(OC)c1	i	-10%	0%	-8%	-5%	-2%	-3%	-1%	-1%
CC(C)CC1C(=O)N(Cc2cn(CCC3OCCCO3)nn2)CCS(=O)(=O)N1Cc1ccc(-c2cccc(CO)c2)cc1 (configuration not stated)	i	-28%	-24%	17%	-14%	21%	2%	?	nt
CC(CC(=O)Nc1ccccc1)NCCCN1CCCC1=O (configuration not stated)	i	i	5%	-47%[inhibitor]	3%	-2%	0%	-53%	0%
CCOC(=O)Cc1csc(/N=C/c2c(O)n(-c3ccc(C)c(C)c3)c(=O)c3ccccc23)n1	i	i	12%	11%	18%	0%	10%	nt	0%
COc1cc(N)c(Cl)cc1C(=O)OCC(=O)Nc1cccnc1Cl	i	i	105%[activator]	-4%	-2%	14%	-7%	-4%	-12%
Cc1cc(C)nc(Nc2ncc(O)n2-c2ccc(C)c(Cl)c2)n1	i	-9%[57.5 µM]	-19%	?	-10%	3%	-12%	7%	-1%
COCC1CCN(C(=O)CCc2nnc(CCCCc3ccccc3)o2)CC1	i	-9%	-19%	-3%	?	-2%	-1%	3%	-2%
CCOC(=O)CSc1nnc(CSc2nc(C)cc(C)n2)n1Cc1ccco1	i	-7%	8%	19%	-10%	9%	5%	15%	0%
CN(Cc1ccccc1)C(=O)C1CCCN1S(=O)(=O)c1ccc(Cl)cc1 (configuration not stated)	i	-18%	22%	?	-8%	16%	0%	-12%	0%
O=c1oc(C2(O)CCCCC2)cc2ccc(Br)cc12	i	-31%[inhibitor]	2%	17%	5%	?	1%	-12%	-4%
COc1ccc(C(O)c2nc(/C=C/c3ccc(C(F)(F)F)cc3)cs2)cc1 (configuration not stated)	i	i	-23%	5%	4%	?	?	3%	nt
CCOC(=O)c1ccc(S(=O)(=O)N2CCC(C(=O)NCC3CCCCC3)CC2)cc1	i	-9%	8%	-19%	1%	-2%	-25%	-18%	2%
CCCCN1C(=O)/C(=c2\sc3nc(=O)c(-c4ccccc4)nn3c2=O)c2ccccc21	i	-6%[57.5 µM]	11%	14%	0%	-24%	14%	-1%	-3%
CC(C)(C)C(=O)NC(=S)NCc1ccccc1	i	i	-18%	4%	17%	?	0%	nt	0%
